GSTO1 inh – counter-screen for RBBP9 inhibitors: inhibitors of human GSTO1; P78417; recombinant GSTO1, activity-based probe fluorescence polarization; inhibition, % at 5.96 µM; 300,000 compounds, 1.1% hits;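 active = inhibition above the campaign mean inhibition plus 3 SD, cut at about 35% in these data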;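 also: 0% = GSTO1-1 with DMSO and 100% = wells lacking GSTO1-1 enzyme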
MEX-5 binding – C. elegans MEX-5 TCR-2 RNA binding activity; 300,000 compounds, 0.38% hits; Q9XUB2; MEX-5/FITC-TCR2 RNA binding, fluorescence polarization; hits give low values; activity score (negative = inhibition of binding), % at 10 µM;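 active = inhibition past about -25% in most replicates, and total fluorescence under double the plate's negative control median, limit read from the data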;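 also: 0% = DMSO and -100% = 5 µM competing unlabeled TCR2 RNA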
MCL1 BIM primary – inhibitors of human MCL1 binding to BIM-BH3 peptide. Q07820. inhibition, % at 10.9 µM. GST-MCL1 / FITC-Bim-BH3 fluorescence polarization. 320,000 compounds, 0.68% hits;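 active = inhibition above the mean inhibition of all tested compounds plus 3 SD, set per campaign, cut at about 40% in these data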;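 also: 0% = DMSO wells and 100% = unlabeled Bim-BH3 peptide control; higher means more loss of mP so more displacement of Bim peptide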
Target sequence (Q07820 whole entry, looked up): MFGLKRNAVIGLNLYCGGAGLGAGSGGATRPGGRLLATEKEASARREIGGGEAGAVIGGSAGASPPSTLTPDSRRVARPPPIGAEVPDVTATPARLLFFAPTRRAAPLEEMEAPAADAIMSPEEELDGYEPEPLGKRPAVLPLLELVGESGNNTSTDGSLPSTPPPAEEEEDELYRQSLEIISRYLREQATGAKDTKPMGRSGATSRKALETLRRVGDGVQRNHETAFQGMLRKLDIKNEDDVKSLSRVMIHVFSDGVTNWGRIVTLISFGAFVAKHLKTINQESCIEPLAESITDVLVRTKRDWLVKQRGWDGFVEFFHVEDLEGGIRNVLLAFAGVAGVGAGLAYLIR
TPT1 inh – inhibitors of Candida albicans tRNA 2'-phosphotransferase TPT1. inhibition, % at 5 µM. recombinant caTPT1, FP RNA substrate dephosphorylation. 300,000 compounds, 0.81% hits;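 active = inhibition above the mean of all tested compounds plus 3 SD, set per screening campaign, cut at about 24% in these data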;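 also: plate controls were DMSO alone for no effect and ferristatin control at 100 nM for full effect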
Bcl-xL primary – inhibitors of human Bcl-xL | Q07817 | GST-Bcl-xL / FITC-Bim BH3 peptide fluorescence polarization | inhibition, % at 10.9 µM | 320,000 compounds, 0.7% hits | AID 2129;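 active = inhibition above the mean of all tested compounds plus 3 SD, cutoff set per campaign, cut at about 30% in these data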;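 also: 0% = DMSO wells and 100% = unlabeled Bim-BH3 peptide competitor; inhibitors lower millipolarization by displacing the labeled peptide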
Fam108B inh – blocks mouse Fam108B hydrolase in RBBP9 counter-screen; 300,000 compounds, 0.33% hits; inhibition, % at 9.51 µM; recombinant Fam108B, FP-Rh probe fluorescence polarization;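 active = inhibition above the screen mean inhibition plus 3 SD, computed separately per campaign, cut at about 18% in these data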;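 also: inhibitors lower polarization as less probe binds the enzyme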
GLD-1 RNA inh – GLD-1-TGE RNA interaction inhibition (C. elegans) | Q17339 | inhibition, % at 5.96 µM | purified GLD-1 + fluorescein TGE RNA, fluorescence polarization | 320,000 compounds, 0.44% hits;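 active = percent inhibition above a per-plate cutoff, the plate mean of test compounds plus 3 SD, cut at about 30% in these data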;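 also: 0% = DMSO wells with GLD-1 and probe and 100% = wells lacking GLD-1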
Target sequence (Q17339 whole entry, looked up): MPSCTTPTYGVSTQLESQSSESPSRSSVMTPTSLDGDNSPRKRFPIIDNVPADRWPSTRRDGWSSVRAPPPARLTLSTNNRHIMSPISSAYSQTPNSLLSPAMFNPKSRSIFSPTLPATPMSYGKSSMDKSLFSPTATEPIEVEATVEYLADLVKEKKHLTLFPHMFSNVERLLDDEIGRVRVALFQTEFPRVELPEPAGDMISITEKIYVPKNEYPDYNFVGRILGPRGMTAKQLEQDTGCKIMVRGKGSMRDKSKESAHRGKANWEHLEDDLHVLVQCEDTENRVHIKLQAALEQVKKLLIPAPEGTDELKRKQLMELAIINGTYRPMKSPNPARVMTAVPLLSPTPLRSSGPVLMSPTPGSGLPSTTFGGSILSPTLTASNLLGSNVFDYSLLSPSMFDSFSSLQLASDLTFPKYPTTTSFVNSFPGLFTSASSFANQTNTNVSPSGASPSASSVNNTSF
PAD4 inh – blocks human protein arginine deiminase 4; recombinant PAD4, RCA probe fluorescence polarization; Q9UM07; inhibition, % at 6.36 µM; 330,000 compounds, 0.41% hits;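 active = percent inhibition above a cutoff equal to the mean of all tested compounds plus 3 SD, cut at about 15% in these data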;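 also: 0% = PAD4 with RCA probe and DMSO and 100% = probe without PAD4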
PME-1 inh – PME-1 (human) inhibition; AID 2130; 320,000 compounds, 0.53% hits; inhibition, % at 5.9 µM; recombinant PME-1, FP-Rh probe fluorescence polarization;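 active = inhibition above the campaign mean of all compounds plus 3 SD, cut at about 26% in these data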;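 also: competitive labeling of PME-1 active site by serine hydrolase directed probe; 0% = PME-1 with DMSO and 100% = wells lacking PME-1 enzyme; inhibitors block probe labeling so polarization falls and inhibition rises; many of its hits are not listed in these tables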
Active calls of the source: *; . = no result given. This is a subset; count on the stated rates, not on these rows.

SMILES	GSTO1 inh	MEX-5 binding	MCL1 BIM primary	TPT1 inh	Bcl-xL primary	Fam108B inh	GLD-1 RNA inh	PAD4 inh	PME-1 inh
O=C(c1ccccc1)N(Cc1ccc(F)cc1)C1CCS(=O)(=O)C1 (configuration not stated)	6	-0.3	9	-1	4	-1	0	1	-3
CCCc1cc(=O)n2[nH]c(-c3ccc(C)cc3)cc2n1	-10	-0.7	5	2	1	-9	0	0	-29
CCOCCn1c(CN2CCN(c3ccc(F)cc3)CC2)nc2c1c(=O)n(C)c(=O)n2C	-6	-5.0	3	-5	2	1	9	-5	-2
COc1ccc(CNC(=O)CCSCc2ccccc2Cl)c(OC)c1	2	2.3	8	-1	2	3	2	0	3
O=C(Nc1cccc(S(=O)(=O)N2CCCC2)c1)c1cccc(OC(F)F)c1	-4	-0.6	-4	0	1	-1	4	-2	0
CNS(=O)(=O)c1cc(C(=O)NCc2ccco2)ccc1Cl	3	0.4	-11	2	-2	3	4	-4	-1
CCc1ccc(S(=O)(=O)N2c3ccc(C)cc3C3CN(C)CCC32)cc1 (configuration not stated)	.	.	1	.	-1	.	11	-3	5
CCCC(=O)N(c1ccc(OCC)cc1)C1C=CS(=O)(=O)C1 (configuration not stated)	-2	-0.9	9	2	5	-4	-2	1	0
O=C(Cn1cnc2cc([N+](=O)[O-])ccc2c1=O)NCCc1ccc(Cl)cc1	2	-1.9	-7	2	-8	4	2	-9	1
COCCNC(=O)C1CCN(S(=O)(=O)N2CCC3(CC2)OCCO3)CC1	5	-0.3	-8	7	-1	0	5	-1	-2
CCc1ccccc1-n1c(SCC(=O)Nc2ccc3c(c2)OCCO3)nc2[nH]ncc2c1=O	8	-1.2	5	1	3	4	3	5	1
CCN(CC)CC(=O)N1CCCC(N2CCN(c3cccc(C(F)(F)F)c3)CC2)C1 (configuration not stated)	4	-0.1	9	3	9	0	5	-1	5
CCOC(=O)c1cccnc1NC(=O)c1ccncc1	4	1.2	14	-2	5	2	6	5	1
COc1ccc(CC(=O)NC(C)c2ccc(S(N)(=O)=O)cc2)cc1S(=O)(=O)N1CCOCC1 (configuration not stated)	-4	1.7	5	1	3	1	9	4	0
Cn1c(-[n+]2c(-c3ccccc3)cc(-c3ccccc3)cc2-c2ccccc2)nc2c([N+](=O)[O-])cccc21	-2	2.5	-26	0	-6	-6	0	-7	-10
CCOC(=O)c1c(NC(=O)CN2CCOCC2)sc(C(=O)NC)c1C	4	-1.8	-1	-2	3	0	2	3	3
O=C(CN1C(=O)c2cccc3cccc(c23)C1=O)N1CCCCC1	0	-0.8	-7	0	4	-1	4	-3	-3
COc1ccc(OC)c(-c2nn(-c3ccccc3)cc2C(=O)N2CCc3ccccc3C2)c1	.	.	0	.	4	.	5	3	0
Cc1c(C(=O)c2ccccc2)c(=O)n(C)c(=O)n1C	2	2.3	-9	-1	-5	8	1	0	2
Cc1ccc(NC(=O)c2cc(NC(=O)c3ccccc3C(=O)O)ccc2N2CCCCC2)cc1	12	0.3	3	-6	4	-1	6	-1	5
COc1ccc2c(C#N)c3ccccn3c2c1	6	1.0	15	-13	24	-1	11	-2	8
COc1cccc(OC)c1OCCN1CCCC1	5	1.1	6	1	6	1	0	-5	1
Cc1cc(S(=O)(=O)NCc2ccc(S(N)(=O)=O)cc2)c(C)s1	-5	0.9	-1	1	3	-1	4	-4	13
CCN(CC)CCNc1nc(-n2nc(C)cc2C)nc2sc3c(c12)CC(C)(C)OC3	4	1.8	6	1	5	-1	1	3	-5
COc1ccc(NC(=O)CSc2nnc(C(C)C)n2N)cc1	-3	-0.1	4	1	5	1	5	-3	-3
CC(=O)N1CCN(CC(=O)Nc2ccccc2C(=O)NCc2ccc(C)cc2)CC1	2	0.1	0	-6	5	1	-5	3	5
O=C(NCC1CCCO1)c1cc2c(s1)CCC2 (configuration not stated)	2	2.6	1	-2	4	-2	-2	4	5
Cn1cccc1/C=N/NC(=O)c1cccnc1	-1	1.0	1	2	0	-5	4	-1	-5
O=C1C2CCc3ccccc3C2N1c1ccccc1 (configuration not stated)	.	.	-2	.	3	.	22	0	3
COC(=O)c1ccc2c(=O)n(NC(C)=O)c(=S)[nH]c2c1	3	-3.2	9	-4	6	-5	3	-4	-3
Cc1ccc(-n2ncc3c2CCCC3NC(=O)CSc2ccccn2)cc1C (configuration not stated)	1	1.0	-4	1	-3	0	5	4	5
CCn1c(-c2ccccc2)csc1=Nc1ccc(O)cc1	1	-2.6	9	-2	7	7	2	-2	3
O=[N+]([O-])c1c(NCCO)cc(N2CCN(Cc3ccc4c(c3)OCO4)CC2)c2nonc12	0	0.6	1	0	3	4	19	-5	0
c1ccc(-c2cn(-c3ccccc3)c3ncnc(N4CCCCC4)c23)cc1	3	-0.6	6	-4	11	1	1	-2	5
C=CCn1cnc2scc(-c3ccc(C)c(C)c3)c2c1=O	2	2.8	9	-2	3	4	5	-4	5
CC(=O)Nc1ccc(C(=O)OCC(=O)NCc2ccccc2)cc1	2	2.5	-8	0	-3	9	1	3	-2
CCOC(=O)c1ccc2nc(CCC(=O)N[C@H](C(=O)OC)C(C)C)c(=O)n(CC)c2c1	-8	-2.3	4	1	5	-9	3	-19	-3
CCCN1C2CCCC1CC(NC(=O)c1ccccc1F)C2 (configuration not stated)	-3	1.1	-5	1	2	3	-5	-2	4
Cc1ccc(C(=O)NCC(=O)OCC(=O)N(CC(C)C)c2c(N)n(Cc3ccccc3)c(=O)[nH]c2=O)cc1	8	-1.7	-17	-6	-10	0	0	3	-3
CCOc1ccc(NC(=O)N[C@@H](CCSC)C(=O)OC)cc1	-1	1.4	0	2	-2	-7	6	-2	2
Cc1ccccc1CNC(=O)Cc1ccccc1[N+](=O)[O-]	-3	-0.2	2	3	-7	-6	0	1	2
CCOc1ccc(CN2CCC(Cc3ccccc3)CC2)cc1	7	0.9	10	1	3	-3	5	-6	-2
O=C(CSc1ncc(-c2ccccc2)[nH]1)Nc1ccccc1	3	0.8	3	-1	8	3	8	-1	-6
COc1ccc(S(=O)(=O)Nc2ccc3c(c2)N(C(C)=O)CCC3)cc1OC	9	0.8	-15	-3	-12	-6	-4	-4	2
O=C(NCc1ccccc1)c1cccnc1Sc1ccccc1	-4	3.8	-10	1	1	1	-5	-2	-9
C=C(C)Cn1c(CN(C)Cc2ccccc2)nc2c1c(=O)n(C)c(=O)n2C	7	0.4	2	0	5	1	4	0	0
Oc1ccccc1N1CCN(C(c2ccccc2)c2ccccc2)CC1	7	-3.2	5	-2	6	4	-2	-1	-4
O=C(CCNS(=O)(=O)c1ccccc1F)N1CCN(Cc2ccccc2)CC1	4	0.6	-2	-2	4	0	6	-1	2
c1csc(C2C3=C(Nc4ncnn42)c2ccccc2OC3)c1 (configuration not stated)	-3	-2.0	3	-2	-1	-1	0	-3	4
O=c1cc(-c2ccc(O)cc2)oc2c(C3O[C@H](CO)[C@@H](O)[C@H](O)[C@H]3O)c(O)cc(O)c12 (some centres not stated)	6	.	8	-2	3	-3	2	3	-4
COc1ccccc1CNC(=O)C(=O)NCC(c1ccco1)N1CCOCC1 (configuration not stated)	21	0.9	9	-3	4	1	-2	-4	-6
Cc1ccc(-c2c(C(=O)O)c(C(=O)O)c3n2CSC3)cc1	-2	0.8	1	-2	2	-5	-2	4	0

Sorted by SMILES length (low to high): 13 of the compounds above
SMILES	GSTO1 inh	MEX-5 binding	MCL1 BIM primary	TPT1 inh	Bcl-xL primary	Fam108B inh	GLD-1 RNA inh	PAD4 inh	PME-1 inh
O=C(NCc1ccccc1)c1cccnc1Sc1ccccc1	-4	3.8	-10	1	1	1	-5	-2	-9
CCOc1ccc(CN2CCC(Cc3ccccc3)CC2)cc1	7	0.9	10	1	3	-3	5	-6	-2
C=CCn1cnc2scc(-c3ccc(C)c(C)c3)c2c1=O	2	2.8	9	-2	3	4	5	-4	5
O=C(CSc1ncc(-c2ccccc2)[nH]1)Nc1ccccc1	3	0.8	3	-1	8	3	8	-1	-6
Oc1ccccc1N1CCN(C(c2ccccc2)c2ccccc2)CC1	7	-3.2	5	-2	6	4	-2	-1	-4
CC(=O)Nc1ccc(C(=O)OCC(=O)NCc2ccccc2)cc1	2	2.5	-8	0	-3	9	1	3	-2
Cc1ccc(-c2c(C(=O)O)c(C(=O)O)c3n2CSC3)cc1	-2	0.8	1	-2	2	-5	-2	4	0
COc1ccccc1CNC(=O)C(=O)NCC(c1ccco1)N1CCOCC1 (configuration not stated)	21	0.9	9	-3	4	1	-2	-4	-6
O=C(CCNS(=O)(=O)c1ccccc1F)N1CCN(Cc2ccccc2)CC1	4	0.6	-2	-2	4	0	6	-1	2
COc1ccc(S(=O)(=O)Nc2ccc3c(c2)N(C(C)=O)CCC3)cc1OC	9	0.8	-15	-3	-12	-6	-4	-4	2
O=[N+]([O-])c1c(NCCO)cc(N2CCN(Cc3ccc4c(c3)OCO4)CC2)c2nonc12	0	0.6	1	0	3	4	19	-5	0
Cc1ccc(C(=O)NCC(=O)OCC(=O)N(CC(C)C)c2c(N)n(Cc3ccccc3)c(=O)[nH]c2=O)cc1	8	-1.7	-17	-6	-10	0	0	3	-3
O=c1cc(-c2ccc(O)cc2)oc2c(C3O[C@H](CO)[C@@H](O)[C@H](O)[C@H]3O)c(O)cc(O)c12 (some centres not stated)	6	.	8	-2	3	-3	2	3	-4

High-throughput results (PubChem BioAssay)
